# High-throughput results from PubChem.
# BoNT F protease = blocks Botulinum neurotoxin F light chain protease | Multiplex microsphere protease cleavage assay, flow cytometry | inhibition, % at 10 µM | 360,000 compounds, 0.22% hits | AID 588497; in the data active = inhibition above about 35%, passing the limit was not always enough; inconclusive = no clear call, values can overlap the other calls; note: plate controls were buffer without enzyme for full effect and enzyme alone for no effect
# PriA SSB inh = blocks PriA binding to SSB C-terminal tail. AlphaScreen SSBct-PriA binding, biotinylated peptide. inhibition, % at 33 µM. 430,000 compounds, 0.6% hits. AID 1272365; in the data active = inhibition mostly above about 37%, no sharp cut-off; inactive = mostly below about 20%;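 note: plate controls were negative control peptide for no effect and reference peptide for full effect; strong numbers were not always called active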
# CCHF vOTU inh = blocks the CCHF virus ovarian tumor domain protease. inhibition, % at 11.5 µM. CCHFV vOTU protease, Pep-AMC fluorescence. 370,000 compounds, 0.55% hits. AID 651958; in the data active = inhibition above about 30%; note: 0% = vehicle wells with enzyme and 100% = no enzyme wells
# Rv3671c inh = Rv3671c (M. tuberculosis) protease inhibition. AID 2606. P9WHR9. 320,000 compounds, 0.048% hits. inhibition, % at 5.96 µM; in the data active = inhibition above about 38%;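 note: extracellular domain of Rv3671c used as enzyme; 0% = enzyme with DMSO and 100% = no enzyme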
# BoNT-A LC inh2 = inhibitors of Botulinum neurotoxin A light chain protease. multiplex microsphere protease substrate cleavage, flow cytometry. inhibition, % at 10 µM. AID 588499. 360,000 compounds, 0.17% hits; note: plate controls were buffer without enzyme for full effect and enzyme alone for no effect
# PrPC surface inh = inhibitors of human cell surface prion protein PrPC; P04156; TR-FRET read-out; inhibition, % at 13.8 µM; 370,000 compounds, 0.43% hits; in the data active = inhibition above about 24%; note: 0% = median of the test wells and 100% = reference compound wells
# SARS 3CLpro inh = SARS-CoV 3CLpro protease inhibition; P0C6X7; recombinant SARS-CoV 3CLpro, quenched FRET peptide cleavage; inhibition, % at 6 µM; 290,000 compounds, 0.14% hits; AID 1706; in the data active = inhibition above about 12%
# MazEF act = MazEF (E. coli) toxin RNase activation; P0AE70; FAM/BHQ RNA-DNA oligo cleavage fluorescence, 5 h; activation, % at 20 µM; 350,000 compounds, 0.32% hits; in the data active = activation above about 50%
# DUSP3 inh = inhibitors of human VHR1 phosphatase (DUSP3). 290,000 compounds, 0.52% hits. P51452. AID 1654. recombinant VHR phosphatase, pNPP absorbance. inhibition, % at 13.3 µM; in the data active = inhibition above about 50%; note: some compounds called inactive have numbers as strong as hits
# Anthrax LF prot = inhibitors of Bacillus anthracis lethal factor protease | P15917 | multiplex microsphere protease cleavage assay, LF | inhibition, % at 10 µM | 360,000 compounds, 0.12% hits | AID 588501; note: plate controls were buffer without enzyme for full effect and enzyme alone for no effect
# Target sequence (P15917 whole entry, looked up): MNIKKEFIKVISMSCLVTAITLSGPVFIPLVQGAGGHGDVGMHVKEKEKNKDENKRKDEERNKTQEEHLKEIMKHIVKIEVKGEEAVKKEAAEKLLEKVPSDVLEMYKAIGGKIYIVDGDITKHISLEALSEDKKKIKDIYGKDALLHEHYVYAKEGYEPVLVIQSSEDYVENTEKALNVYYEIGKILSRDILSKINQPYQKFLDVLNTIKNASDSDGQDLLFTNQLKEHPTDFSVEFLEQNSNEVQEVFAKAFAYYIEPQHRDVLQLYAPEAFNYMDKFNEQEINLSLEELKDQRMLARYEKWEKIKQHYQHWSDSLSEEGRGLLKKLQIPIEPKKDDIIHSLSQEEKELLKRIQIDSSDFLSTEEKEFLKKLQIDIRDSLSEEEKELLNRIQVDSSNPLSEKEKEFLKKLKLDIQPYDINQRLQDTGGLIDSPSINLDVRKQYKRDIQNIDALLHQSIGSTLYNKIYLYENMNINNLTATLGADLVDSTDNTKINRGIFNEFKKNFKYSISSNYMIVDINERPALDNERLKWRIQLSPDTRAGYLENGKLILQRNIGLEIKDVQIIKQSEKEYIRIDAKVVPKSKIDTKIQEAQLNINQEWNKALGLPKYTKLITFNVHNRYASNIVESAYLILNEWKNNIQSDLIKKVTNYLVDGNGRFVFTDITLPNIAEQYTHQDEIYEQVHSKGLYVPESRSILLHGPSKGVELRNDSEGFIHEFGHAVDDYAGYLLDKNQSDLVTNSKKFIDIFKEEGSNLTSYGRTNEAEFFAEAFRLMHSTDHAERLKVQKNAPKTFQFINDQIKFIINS
# * hit, by the source's call; ? = inconclusive; / = not tested or not shown; & = joins results of further samples. Cut-off read from the data, not from the text of the source, unless noted: active = inhibition above about 30%; inconclusive = no clear call, values can overlap the other calls; inactive = below that. Not all compounds are listed, so the mix of outcomes need not match the whole.
# Fields – Anthrax LF prot, MazEF act, BoNT F protease, BoNT-A LC inh2, PrPC surface inh, SARS 3CLpro inh, CCHF vOTU inh, DUSP3 inh, PriA SSB inh, Rv3671c inh
1	CCn1nc(C)cc1-c1nnc(Sc2ncc([N+](=O)[O-])s2)n1C
    2.7, -2.2, -6.6, 0.9, -12.8, -3.1, 12.8, 13.8, -30.6, -2.4
2	COc1ccc(NC(=O)c2ccc(COc3ccc(C)cc3)o2)cc1
    -0.3, -17.2, -0.9, -0.2, 1.0, 0.3, 10.0, -18.3, -9.0, -0.4
3	O=C1C2C3c4ccccc4C(c4ccccc43)C2C(=O)N1Cc1cccnc1 (centres undefined)
    -1.0, -6.0, 1.1, 0.1, 6.7, 0.3, 7.4, 18.8, -4.0, 6.9
4	CCn1cc(C(=O)N2CCN(c3ccc(F)cc3)CC2)c2cc(OC)c(OC)cc2c1=O
    -2.7, 0.5, -0.2, 0.0, -0.8, 3.8, 1.1, 8.6, 1.2, -2.4
5	Cc1nnc(SCC(=O)Nc2cccc(C(F)(F)F)c2)n1Cc1ccco1
    -1.6, 3.1, -16.7, -0.3, -0.6, 6.5, 7.9, -5.4, -7.5, 0.2
6	Cc1ccc(Sc2ncccc2C(=O)NCC(c2ccc(F)cc2)N2CCOCC2)c(C)c1 (centres undefined)
    -2.6, 5.3, -4.7, 3.7, -7.4, /, 7.7, /, -8.4, 2.9
7	Cc1ccc(S(=O)(=O)/N=C(/Nc2ccc([N+](=O)[O-])cc2)c2ccccc2)cc1
    -1.3, -7.2, -8.2, -2.8, -10.4, 7.0, 13.9, 20.4, /, -21.9
8	COc1cccc(-c2cc(=O)c3cc(NC(=O)c4ccc(Cl)cc4)ccc3[nH]2)c1
    -2.1, -23.1, -1.9, 0.5, -4.3, 0.2, 6.7, 8.6, -7.6, 4.6
9	Cc1cn(CC(=O)NCCNc2ccc([N+](=O)[O-])cn2)c(=O)[nH]c1=O
    7.5, 9.5, -11.7, -0.2, -9.1, /, 9.4, /, -12.0, /
10	CC(C)CCn1c(SC(C)C(=O)NC2CC2)nc2ccccc2c1=O (centres undefined)
    /, -4.8, /, /, 2.1, /, 2.2, /, -12.1, -3.0
11	COc1ccc(NC(=O)Cn2c(=O)n(CC3CCCO3)c(=O)c3ccccc32)c(OC)c1 (centres undefined)
    6.5, -13.7, -4.5, 0.6, 5.6, 4.6, 9.5, -10.7, 6.3, 3.4
12	Cc1ccc(C2C(C(=O)c3ccco3)=C(O)C(=O)N2c2ncccn2)cc1 (centres undefined)
    9.5, -2.5, ?, 0.5, -1.6, 6.7, -5.3, 31.5, 3.4, -8.1
13	O=C(C1=C[C@H](c2ccc(C(F)(F)F)cc2)C[C@H](OCc2ccc(CO)cc2)O1)N1CCCCCCC1
    -3.6, -8.8, -5.4, -0.1, /, 1.0, /, 25.6, -10.4, -1.0
14	COc1ccc(C)cc1S(=O)(=O)N1CCN(C/C=C/c2ccccc2)CC1
    /, -4.1, /, /, -3.5, /, 9.5, /, -2.8, 3.7
15	O=C(COC(=O)c1ccc[nH]c1=O)Nc1cc(S(=O)(=O)N2CCCCCC2)ccc1Cl
    -1.1, 3.4, -4.3, 1.1, -0.8, /, -2.1, /, 6.3, /
16	CCCC(=O)Nc1ccc(C(=O)N2CCCC2)cc1
    18.8, -3.7, 20.4, 1.7, -1.5, -4.0, 5.5, -0.5, -1.0, -4.8
17	CC(C)(C)NC(=S)N/N=C\c1ccc(-c2ccc([N+](=O)[O-])cc2)o1
    -26.6, 3.1, ?, 8.5, -9.7, 6.0, -4.4, -7.8, /, 11.5
18	CCC(=O)c1cn(CC(=O)NCc2ccco2)c2ccccc12
    -4.0, -14.4, -3.4, -0.4, 10.6, 0.6, -9.3, 17.8, -10.3, -16.7
19	O=S(=O)(Nc1ccc(O)c(Sc2nc3ccccc3s2)c1)c1cccc2ccccc12
    0.3, -0.6, -3.8, -0.1, -1.4, -0.1, -9.9, 36.0, 20.4, -103.6
20	COc1ccccc1C(CNC(=O)c1ccc(C)c(S(=O)(=O)N2CCCCC2)c1)N1CCCC1 (centres undefined)
    -2.3, -1.7, -12.3, -89.1, -11.1, /, 13.3, /, -5.5, /
21	CN(C)c1ccc(NC(=O)c2ccncc2)c2ccccc12
    -7.0, 5.3, 0.7, -0.1, -6.8, -1.5, -8.0, 2.3, -3.7, -1.7
22	CCOC(=O)N1CCN(C(=O)c2cccc(S(=O)(=O)Nc3ccccc3Cl)c2)CC1
    3.0, 0.1, -3.0, 3.2, 0.6, /, -13.4, /, -12.7, 0.1
23	Cc1cccc(Oc2ccccc2N)c1
    1.5, 0.2, -2.4, 0.4, /, 4.9, /, 10.4, -11.6, 8.4
24	COc1ccc(-c2csc(N(C)C(=O)c3cccs3)n2)cc1
    -1.9, -5.6, 1.7, 0.2, -3.7, -1.8, -11.9, 11.1, -4.2, -13.7
25	CC(NC(=O)c1c(O)c2ccccc2[nH]c1=O)c1ccccc1 (centres undefined)
    2.2, 4.1, ?, 0.6, -9.3, 3.8, 4.8, -16.3, -3.1, 0.0
26	CC(=NCc1cccnc1)c1c(O)n(-c2ccc(C)cc2)c(=O)[nH]c1=O
    0.3, 4.5, 11.1, 1.8, 85.0*, 0.8, 7.3, 35.9, -8.3, -2.2
27	COc1cc(C(=O)Nc2ccc3nc(N4CCOCC4)sc3c2)cc(OC)c1OC
    -1.3, 5.4, -3.4, 0.6, 7.9, /, 3.5, /, -8.5, -11.8
28	OC(c1ccc(F)c(F)c1)c1ncc(-c2ccccc2F)[nH]1 (centres undefined)
    1.4, /, -5.4, -0.4, -5.3, /, -1.3, /, /, /
29	Cc1nnc(SCc2cccc3ccccc23)n(N)c1=O
    -3.0, 1.4, -0.9, 1.4, -6.6, 5.3, -6.4, -4.5, -1.7, -1.2
30	COC(=O)c1cc(C#N)c(SCc2ccccc2)nc1C
    -1.0, -1.0, -2.7, 0.3, 7.4, 3.1, 4.0, 28.6, -9.1, -3.1
31	Cc1ccc2nc(N(CCCN(C)C)C(=O)c3ccc4c(c3)CCCC4)sc2c1
    -7.2, 20.7, -14.2, -1.0, -15.5, -2.5, -5.9, 32.7, 26.2, 0.0
32	COc1cc(NC(=O)CCN2CCN(Cc3ccccc3)CC2)cc(OC)c1
    6.8, 8.5, -6.3, 2.3, 2.6, 6.8, -4.4, -27.5, 1.1, -6.1
33	CCCCOC(=O)Nc1ccc(N2CCOCC2)cc1
    -5.5, 4.8, -4.9, ?, 5.9, -6.1, -9.3, 8.8, 22.0&-0.6, -0.1
34	O=C1Nc2cc(Cl)c(Cl)cc2N(O)N1c1ccccc1Cl
    -0.9, 0.1, -3.4, -0.7, 3.4, -0.8, 5.7, 20.1, -29.7, 5.9
35	COc1ccc(OCC(=O)N2CCN(C(=O)c3cccc(F)c3)CC2)cc1
    -2.6, 2.1, 3.2, -0.2, -5.0, -0.2, -9.3, 12.1, 5.5, 5.4
36	COc1ccc(C(=O)NNC(=O)c2ccccn2)cc1
    -3.2, -1.2, 3.0, -0.3, -4.8, 0.4, 1.5, 7.4, 1.7, 8.9
37	COc1ccc(C2=NNC(c3ccco3)=Nc3ccc(F)cc32)cc1
    -2.4, 9.6, -8.9, 0.0, 3.0, -0.4, -0.5, 18.2, 3.4, -4.7
38	COc1cccc(CNC(=O)c2ccccc2C(=O)NC(C)(C)C(=O)NCc2cccc(OC)c2)c1
    -0.3, 5.2, -0.4, -2.3, -3.6, 0.0, 3.3, 39.5, -10.4, 5.5
39	COc1ccc(NC(=O)NCCCN2CCCC2=O)c(OC)c1
    -0.1, -2.7, -6.9, -0.7, 8.0, 0.6, 3.8, 22.3, -17.8, 2.0
40	CCCCN1C(=O)C(CC(=O)NC2CCCC2)CC(C(=O)N(C)C)=C1C (centres undefined)
    5.8, 27.8, 2.3, -0.5, -2.1, /, -4.4, /, /, /
41	C[C@@H]1NC(=O)c2cc([N+](=O)[O-])cc(I)c2NCCCC[C@@H](C(N)=O)NC(=O)[C@H](CC(N)=O)NC1=O
    /, 9.1, /, /, /, 14.5*, /, 7.6, 6.4, -12.7
42	Cc1ccc(NC(=O)c2nc[nH]c2C(=O)NCCCCNC(=O)c2[nH]cnc2C(=O)Nc2ccc(C)cc2)cc1
    1.3, -78.2, -2.5, -0.2, 1.1, /, -15.1, /, 1.3, -110.4
43	O=C(Nc1nc(-c2ccccn2)cs1)c1cc2ccccc2o1
    -1.3, 17.0, 3.3, 2.9, 8.1, -6.2, 9.8, 6.9, 19.7, -4.3
44	Cc1ccc(CNC(=O)C2CC(=O)N(c3ccc(OCC(=O)N4CCCC4)cc3)C2)cc1 (centres undefined)
    -3.9, 2.7, -0.7, 0.0, 1.9, -0.5, -4.5, 8.9, -15.4, 0.5
45	Cc1nc2c(-c3ccc(F)cc3)c(C)nn2c(C)c1CCC(=O)Nc1ccccc1
    -2.0, 6.6, -5.8, 0.5, -3.4, 4.3, 4.9, 11.6, -6.5, 6.8
46	Cc1ccc(S(=O)(=O)NCC(=O)OCC(=O)NC(=O)c2cccn2C)cc1
    -10.1, -2.4, -4.7, -0.4, 2.2, 2.1, -6.0, 26.1, 7.8, -0.1
